# Hsp70 displacement: Hsp70 inhibitors, probe displacement, primary screen, biochemical, fluorescence polarization (AID 583); displacement, % at 20 µM, or IC50 in µM where a hit was titrated; 0.06% of 140,000 active; Hsp70 fluorescence polarization probe displacement, mP; higher % means a stronger effect; in the data active = displacement above about 50%;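 also: plate controls were vehicle for no effect and reference ligand for full effect; a part of the inactive calls stands beside numbers as strong as those of hits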
# Rat MKP-3 inhibitors: MKP-3 phosphatase inhibitors, primary screen, biochemical, rat enzyme, in vitro (AID 425) | recombinant MKP-3 phosphatase activity, fluorescence; higher % means a stronger effect | 0.17% of 110,000 active | inhibition, % at 20 µM; hits with a dose series show IC50 in µM; in the data active = inhibition above about 50%;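 also: plate controls were vehicle for no effect and reference inhibitor for full effect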
# Numbers without * were called inactive; / = not tested or not shown; & = joins results of further samples. The list is partial. The share of hits here may be higher or lower than overall.
SMILES,Hsp70 displacement,Rat MKP-3 inhibitors
CO[C@@]1(NC(=O)CSCC#N)C(=O)N2C(C(=O)O)=C(CSc3nnnn3C)CS[C@@H]21,-1.0%,-8%
COc1ccccc1NC(=O)c1ccc(-n2cnnn2)cc1,-1.5%,2%
Cc1ccc(OCc2nnc(SCC(=O)c3ccccc3)n2Cc2ccco2)cc1,1.1%,-3%
COCCNC(=O)CN(c1cc(Cl)ccc1OC)S(C)(=O)=O,/,-12%
CCC(C)NC(=O)C1c2ccccc2C(=O)N1Cc1ccccc1OC (centres undefined),-1.2%,-8%
COc1cccc2sc(=NC(=O)c3ccc(S(=O)(=O)N4CCOCC4)cc3)n(C)c12,1.9%,2%
COc1ccc(C2C(C(=O)Nc3cccnc3)=C(C)Nc3nc(-c4cccs4)nn32)cc1 (centres undefined),1.7%,/
NS(=O)(=O)c1cccc(S(=O)(=O)c2cccc(S(N)(=O)=O)c2)c1,-1.1%,1%
COc1ccc(N2C(=O)C3CCCN3C2c2cccc(C)c2)cc1 (centres undefined),0.9%,0%
COc1ccccc1C1C(C#N)=C(N)N(c2cccnc2)C2=C1C(=O)CC(C)(C)C2 (centres undefined),2.3%,/
CCOCCCNS(=O)(=O)c1cc(Br)cc2c1N(C(=O)C1CC1)CC2,-2.7%,-10%
CN(C)c1nc(OCCNC(=O)COc2ccc(Cl)cc2Cl)nc(N(C)C)n1,3.8%,/
CCOC(=O)c1cc(C)sc1N1C(=O)C2C3C=CC(C3)C2C1=O (centres undefined),0.2%,-6%
COc1ccc(/C(O)=C/C(=O)C(=O)NNC(=O)C(O)(c2ccccc2)c2ccccc2)cc1,-0.1%,/
CN1CC[n+]2cnc3ccccc3c21,3.5%,-3%
CCCCC(=O)N1c2ccccc2C(N(C(=O)Cc2ccc(F)cc2)c2ccccc2)CC1C (centres undefined),6.7%,3%
COC(=O)Cn1c(CN2CCOCC2)nc2c1c(=O)[nH]c(=O)n2C,-0.8%,-10%
COc1ccc(S(=O)(=O)N2CCN(c3cc(-c4ccccc4)nc4ncnn34)CC2)cc1,-0.2%,-10%
Cc1ccc(N2CCSC2C(N)=O)cc1 (centres undefined),-0.4%,3%
COc1ccc(C(=O)Nc2cc(Cl)ccc2Cl)c(OC)n1,0.3%,-10%
O=C(Nc1ccc(-c2ccc([N+](=O)[O-])cc2)cc1)c1cccs1,-0.9%,2%
COc1cccc(-c2cc(C(=O)N3CCc4ccccc4C3)no2)c1,4.3%,6%
Cc1cccc(OCC(=O)Nc2nnn(C)n2)c1C,1.1%,/
C=CCc1ccccc1OCCOc1c(Br)cc(/C=C2/SC(=S)N(C)C2=O)cc1OC,1.9%,3%
Cc1ccc(S(=O)(=O)NC(=O)Oc2ccc3oc(=O)sc3c2)cc1,5.7%,-1%
Cc1ccc(CNC(=O)CCCNC(=O)c2ccc(Cl)cc2)n1C,5.2%,-10%
O=C(NCCSCc1ccccc1)c1ccc(Cl)c(S(=O)(=O)N2CCOCC2)c1,7.6%,/
Cn1cccc1CN1CCN(C(=O)c2cccs2)CC1,-2.2%,4%
OC(CN1CCCCC1)Cn1c(C(F)(F)F)nc2ccccc21 (centres undefined),-2.4%,-10%
COC(=O)Cn1c(CCS(=O)(=O)c2ccc(C)c(C)c2)nc2ccccc21,1.1%,6%
COC(=O)C1=C(C)N=c2s/c(=C/c3cc(Br)ccc3OC(C)=O)c(=O)n2C1c1ccc(OC(C)=O)cc1 (centres undefined),-4.1%,3%
O=C(C1COc2ccccc2O1)N1CCN(c2ccc(F)cc2)CC1 (centres undefined),0.6%,-11%
S=C1N(c2ccccc2)C(c2cccc3ccccc23)N2CCCN12 (centres undefined),2.3%,/
CCOC(=O)C1=C(C)N=c2s/c(=C\c3ccc(-c4ccccc4C(=O)O)o3)c(=O)n2C1c1cccc(OC)c1 (centres undefined),-83%,3%
O=C1c2ccccc2OC2(C=Cc3ccccc3O2)N1Cc1ccccc1 (centres undefined),-2.5%,/
COc1ccc(CN2CCCCC2C)cc1C (centres undefined),-5.1%,/
COc1ccc(C2C(C#N)=C(N)OC3=C2C(=O)CC(c2ccccc2Cl)C3)cc1 (centres undefined),-0.1%,2%
CCOC(=O)N1CCC(NC(=O)c2ccc3c(c2)sc2nc(-c4ccccc4)cn23)CC1,/,-3%
O=c1[nH]c2sc3c(c2c2nncn12)CCCC3,18%,-3%
Cc1cc(C)n(-c2cc(C)c3cccc([N+](=O)[O-])c3n2)n1,3.3%,-4%
COc1ccc(C(=O)OCn2nnc3ccccc3c2=O)cc1OC,3.2%,-6%
COC(=O)/C(=C\C(=O)c1ccccc1)Nc1ccccc1,0.2%,1%
CCOc1cc(C(=O)Nc2ccc(OC)cc2)cc(OCC)c1OCC,-5.0%,1%
C=CCn1c(SCC(=O)Nc2c(C)n(C)n(-c3ccccc3)c2=O)nc2sc(C)c(-c3ccccc3)c2c1=O,0.2%,/
COc1ccc(-c2nc3oc4cc(OC)ccc4c(=O)c3c(=O)n2Cc2ccco2)cc1,0.4%,0%

# Exported with the structure last: entries from further up.
Hsp70 displacement	Rat MKP-3 inhibitors	molecule
/	-3%	CCOC(=O)N1CCC(NC(=O)c2ccc3c(c2)sc2nc(-c4ccccc4)cn23)CC1
18%	-3%	O=c1[nH]c2sc3c(c2c2nncn12)CCCC3
3.3%	-4%	Cc1cc(C)n(-c2cc(C)c3cccc([N+](=O)[O-])c3n2)n1
3.2%	-6%	COc1ccc(C(=O)OCn2nnc3ccccc3c2=O)cc1OC
0.2%	1%	COC(=O)/C(=C\C(=O)c1ccccc1)Nc1ccccc1
-5.0%	1%	CCOc1cc(C(=O)Nc2ccc(OC)cc2)cc(OCC)c1OCC
0.2%	/	C=CCn1c(SCC(=O)Nc2c(C)n(C)n(-c3ccccc3)c2=O)nc2sc(C)c(-c3ccccc3)c2c1=O

# The results go on:
SMILES,Hsp70 displacement,Rat MKP-3 inhibitors
COc1ccc(S(=O)(=O)NC(C)C(=O)O)cc1 (centres undefined),1.7%,/
Brc1ccc(-c2csc(NNC3=NCCCCC3)n2)cc1,-4.3%,/
O=C(O)c1cc2c(s1)CCCC2,1.1%,-5%
Cc1cc(=O)n2[nH]c(SCc3ccccc3)nc2n1,-0.1%,/
CNCC(O)COc1ccc(C)cc1C (centres undefined),-2.5%,1%
CN(C)CCNc1oc(COc2cccc(Cl)c2)nc1C#N,-1.9%,-1%
N#Cc1ccc(COC(=O)CSc2nnc(C3CCCCC3)n2N)cc1,-6.6%,-11%
CCOC(=O)CSc1nc2ccccc2n1CC(=O)NC(C)(C)C,-3.6%,0%
COc1ccc(NC(=O)NC(C)c2cccc3ccccc23)cc1OC (centres undefined),-1.3%,1%
CCn1c(CNC(=O)COc2ccc(C(C)C)cc2)nnc1SCC(=O)NC1CCCCC1C (centres undefined),-4.8%,/
Clc1ccc(N2CCN(/N=C\c3ccc(Br)cc3)CC2)cc1,-1.5%,3%
CCN(CC)c1ccc(/C=N/Nc2nncc(-c3ccccc3)n2)cc1,2.1%,0%
O=C(Nc1ccc(NC(=O)C2CC2)nc1)c1cccc(F)c1,-2.3%,1%
CCN(CC)S(=O)(=O)c1cccc(C(=O)Nc2cccnc2)c1,1.4%,-9%
O=S(=O)(c1ccc(Br)cc1Br)n1nnc2ccccc21,-1.3%,-3%
O=C(COc1ccccc1)N1CCN(c2nnc(-c3ccccc3)c3ccccc23)CC1,-0.2%,-5%
CCOc1ccccc1NC(=O)c1ccc(OC)cc1OC,3.5%,2%
O=C(C1CC1)N1CCc2cc(S(=O)(=O)N(CCO)Cc3ccccc3)ccc21,2.1%,-1%
Cc1nc2cc(N=Cc3cc(C(C)(C)C)c(O)c(C(C)(C)C)c3)ccc2n1C,-1.5%,0%
CC(=O)n1cc(C2C(=O)CC(C)(C)CC2=O)c2ccccc21,0.3%&3.4%,-6%&0%
CCNc1nc(NC(C)C)nc(N(C#N)CCOc2ccc(Cl)cc2Cl)n1,-1.5%,5%
N=c1sccn1CC(=O)Nc1ccc2c(c1)CCC2,1.3%,-8%
CS(=O)(=O)N(Cc1ccccc1)c1ccc(C(=O)Nc2ccc3c(c2)OCO3)cc1,-1.1%&-3.0%,2%
CCCc1cc(C(=O)Cc2ccc(F)cc2)c(O)cc1O,-3.7%,-5%
Cc1ccc(C(=O)Nc2nc(-c3ccccc3)c(C)s2)cc1,0.2%,4%
O=C(CCc1ccccc1)NCCOc1ccccc1,1.6%,0%
CCOC(=O)c1ccc(NS(=O)(=O)c2ccc(SC)cc2)cc1,1.1%,-2%
COc1ccc(-c2ccc(-c3nnn(CC(C)=O)n3)cc2)cc1,1.8%,-6%
CCc1ccc(/C=C2/C(=O)NC(=O)N2C(C)=O)cc1,1.8%,2%
COc1ccc(Cn2c3nc4ccccc4nc3c3c(=O)n(Cc4ccco4)c(C)nc32)cc1,2.5%,8%
CC1CN(C(=O)c2cc3cc(Cl)cc(Cl)c3oc2=O)CC(C)O1 (centres undefined),-0.3%,4%
CSc1ccccc1N=Cc1nc(-c2ccco2)oc1O,0.4%,3%
CCc1cccc(NC(=O)C2CCN(S(=O)(=O)c3cccs3)CC2)c1,4.5%,/
O=C1C(=O)N(CCN2CCCCC2)c2ccccc21,-6.9%,/
CCN(CCCNC(=O)C1CCC(=O)N1Cc1ccccc1Cl)c1cccc(C)c1 (centres undefined),0.8%,/
O=[N+]([O-])c1ccc2nc(Sc3nc4ccccc4s3)sc2c1,0.4%,9%
CCC(C)(C)C1CCc2c(sc(NC(C)=O)c2C(N)=O)C1 (centres undefined),1.2%,4%
COc1ccc(C2C3=C(CC(C)(C)CC3=O)Nc3ccccc3N2C(=O)c2ccc(Cl)cc2)cc1OC (centres undefined),2.8%,0%
CCCCCCCC(=O)OCC(=O)[C@@]1(O)CC[C@H]2[C@@H]3CCC4=CC(=O)CC[C@]4(C)[C@H]3[C@@H](O)C[C@@]21C,4.7%,-5%
Cc1ccccc1N1C(=O)C2C3C=CC(C2C1=O)N(C)C3=O (centres undefined),-3.7%,/
Cc1ccc(Cn2cnc3sc4c(c3c2=O)CCC4)c(C)c1,-6.7%,/
COc1ccc(-c2cc(-c3cc(OC)ccc3O)[nH]n2)cc1,0.3%,/
COc1cc(C(C(=O)NC(C)(C)C)N(Cc2ccc3c(c2)OCO3)C(=O)c2cnccn2)cc(OC)c1OC (centres undefined),-3.4%,/
COc1ccc(NC(=O)c2nn3c(c2Cl)NC(c2ccco2)CC3C(F)(F)F)cc1OC (centres undefined),2.0%,-2%
Cc1ccc(CN2CCN(/N=C\c3cccc(O)c3)CC2)cc1,1.9%,0%
COc1ccccc1/C=C1\SC(=S)N(NC(=O)c2cccnc2)C1=O,1.8%,3%
Cc1cc(Cl)ccc1NC(=O)c1ccccc1[N+](=O)[O-],5.2%,2%
Cc1cc(C)n2c(SCc3cccc(Oc4ccccc4)c3)nnc2n1,0.0%,4%
CC(C)(C)NC(=O)C(c1ccco1)N(Cc1ccc(F)cc1)C(=O)c1snc(C(N)=O)c1N (centres undefined),2.1%,1%
Clc1ccc(C2=CC(c3ccco3)n3ncnc3N2)cc1 (centres undefined),15%,/
Cc1c(CNCc2cccs2)c(C(=O)O)c(C)n1Cc1ccccc1,3.3%,-4%
COc1ccccc1-c1nn2c(-c3ccco3)nnc2s1,3.6%,-5%
c1ccc2[nH]c(CSc3nc4ccccc4o3)nc2c1,1.2%,-8%
COc1ccc(NC(=O)CN(Cc2ccccc2)S(=O)(=O)c2ccccc2)cc1,4.2%,-1%
CCN(CCCNC(=O)C1CCC(=O)N1Cc1ccc(F)cc1)c1cccc(C)c1 (centres undefined),-2.1%,-10%
Cc1[nH]c2ccccc2c1/C=C/c1nc2ccccc2c(=O)n1C,-32%,8%
COc1cccc(NC(=O)c2ccc(CN3CCN(c4ccccc4)CC3)cc2)c1,0.4%&-3.0%,0%&4%
Cc1ccc(N2C(=O)NC(=O)/C(=C\c3ccc(I)o3)C2=O)cc1C,15%,13%
CC(C)(C)c1ccccc1OCCCCn1ccnc1,4.1%,-1%
O=C(O)/C=C\C(=O)Nc1ccccc1SC(F)(F)F,-2.4%,3%

# Molecules listed so far with a COOH group (six):
SMILES,Hsp70 displacement,Rat MKP-3 inhibitors
CO[C@@]1(NC(=O)CSCC#N)C(=O)N2C(C(=O)O)=C(CSc3nnnn3C)CS[C@@H]21,-1.0%,-8%
CCOC(=O)C1=C(C)N=c2s/c(=C\c3ccc(-c4ccccc4C(=O)O)o3)c(=O)n2C1c1cccc(OC)c1 (centres undefined),-83%,3%
COc1ccc(S(=O)(=O)NC(C)C(=O)O)cc1 (centres undefined),1.7%,/
O=C(O)c1cc2c(s1)CCCC2,1.1%,-5%
Cc1c(CNCc2cccs2)c(C(=O)O)c(C)n1Cc1ccccc1,3.3%,-4%
O=C(O)/C=C\C(=O)Nc1ccccc1SC(F)(F)F,-2.4%,3%

# (next part)
SMILES,Hsp70 displacement,Rat MKP-3 inhibitors
COc1ccc(OC)c(N(CC(=O)NC(C)C)S(C)(=O)=O)c1,-7.2%,2%
CC1(c2ccc3c(c2)OCO3)NC(=O)N(CC(=O)NCCC2=CCCCC2)C1=O (centres undefined),-1.3%,-11%
CCn1cc(C(=O)O)c(=O)c2cc(OC)ccc21,-2.1%,1%
O=C(CCSc1nnc(-c2ccncc2)o1)Nc1ccc(Cl)cc1,-5.3%,-4%
CN(C)CCNC(=O)c1ccc(COc2ccc(Cl)cc2Cl)cc1,1.3%,/
C=CCSC1=N/C(=C\c2cc(OC)c3c(c2)OCO3)C(=O)S1,36%,-6%
COc1ccc(C)c(Cn2c(-c3nonc3N)nc3ccccc32)c1,-1.3%,-15%
CC(C)(C)NC(=O)COC(=O)c1ccc(S(=O)(=O)N2CCCCCC2)cc1,-3.1%,-16%
Cc1ccccc1NS(=O)(=O)c1ccc(N2CCCC2=O)cc1,-1.0%,/
Cn1cnnc1SCC(=O)n1c2ccccc2c2ccccc21,9.4%&-3.1%,-4%&4%
Cc1ccc(-n2[nH]c(C)c(C=Nc3ccc(C)cn3)c2=O)cc1,2.0%,2%
